# DNA FID counter: counter-screen for HCV NS3 helicase inhibitors: DNA intercalator displacement; DNA fluorescent intercalator displacement, fluorescence; inhibition, % at 7.9 µM; hit rate 0.17% among 290,000; in the data active means inhibition above about 37%;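 further: 0% = vehicle and 100% = reference compound; higher means more ethidium bromide displaced from hairpin DNA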
# HCV NS3 hel inh: inhibitors of Hepatitis C virus NS3 helicase. hit rate 0.56% among 290,000. inhibition, % at 10.9 µM. NS3 helicase DNA unwinding, Cy5 molecular beacon fluorescence;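 active means inhibition above the mean of all tested compounds plus 3 SD, set per campaign, cut at about 35% in these data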;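 further: 0% = DMSO wells and 100% = thioflavine S control wells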
#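 System: NS3 helicase fragment of HCV / Schedule: 1 h at 25 °C / Control set: DMSO alone as 0% and 110 µM thioflavine S as 100% / Reagent: Cy5/quencher beacon DNA duplex and ATP to start / Technique: Cy5 fluorescence / Replication: singlicate / Evaluation: % inhibition of end-to-start signal ratio versus controls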
# SUMO HTRF inh: inhibitors of human SUMOylation (UBC9); P63279; HTRF SUMOylation assay, SAE1/SAE2 + UBC9, in vitro; inhibition, % at 35 µM; hit rate 0.36% among 290,000; AID 2006; in the data active means inhibition above about 50%, passing the limit was not always enough; further: strong numbers were not always called active
# Target sequence (P63279 whole entry, looked up): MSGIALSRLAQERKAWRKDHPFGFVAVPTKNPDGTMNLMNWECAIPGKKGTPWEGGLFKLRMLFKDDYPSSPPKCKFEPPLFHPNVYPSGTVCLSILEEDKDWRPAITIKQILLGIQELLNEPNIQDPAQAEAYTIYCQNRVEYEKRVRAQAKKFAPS
# MEKK2 mut-MEK5: signal of MEK5 binding to mutant human MEKK2 PB1 domain; percent response, % at 10 µM; bead flow cytometry, Alexa488-MEK5 binding to MEKK2 mutant; AID 1530; hit rate 0.35% among 290,000; in the data active means percent response above about 24%, passing the limit was not always enough; further: inactives centre near 1; some results filed as inactive read as strong as hits
# MEKK3 PB1 HTS: modulators (inhibitors or enhancers) of MEK5 binding to human MEKK3 PB1 domain; bead-based flow cytometry, Alexa488-MEK5 binding to MEKK3; actives lie on both sides; 0 = blocked by unlabeled MEK5, 100 = vehicle; binding response (% of control), % at 10 µM; hit rate 1.4% among 290,000; AID 1529; Q99759;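 active means binding response more than 3 SD above or below the average of its plate-row segment, actives on both sides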;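 further: Alexa488 bead fluorescence after subtracting the streptavidin-only scavenger bead signal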
# Target sequence (Q99759 whole entry, looked up, the tested form may be a part): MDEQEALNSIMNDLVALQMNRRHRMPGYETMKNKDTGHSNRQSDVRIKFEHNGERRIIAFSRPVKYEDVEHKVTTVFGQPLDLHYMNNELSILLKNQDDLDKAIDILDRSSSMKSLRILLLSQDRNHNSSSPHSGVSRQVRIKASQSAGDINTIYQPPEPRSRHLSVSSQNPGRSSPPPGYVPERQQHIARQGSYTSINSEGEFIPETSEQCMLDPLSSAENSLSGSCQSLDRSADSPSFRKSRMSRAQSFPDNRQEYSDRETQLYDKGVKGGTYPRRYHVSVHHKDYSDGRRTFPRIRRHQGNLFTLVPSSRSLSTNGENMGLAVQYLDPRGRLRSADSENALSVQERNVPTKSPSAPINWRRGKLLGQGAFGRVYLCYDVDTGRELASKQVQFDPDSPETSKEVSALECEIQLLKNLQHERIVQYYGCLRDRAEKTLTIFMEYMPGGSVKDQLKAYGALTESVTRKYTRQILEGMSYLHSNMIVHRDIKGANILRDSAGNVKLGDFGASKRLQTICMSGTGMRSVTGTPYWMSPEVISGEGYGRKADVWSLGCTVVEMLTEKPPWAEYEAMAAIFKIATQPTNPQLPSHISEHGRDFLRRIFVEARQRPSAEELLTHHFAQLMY
# CRFBP-R2 agonist: CRF-BP/CRF-R2 complex agonism. HEK293 CRF-R2/CRF-BP, calcium dye fluorescence (FLIPR); percent of saturating CRF peptide response. activation, % at 13.2 µM. hit rate 0.46% among 350,000. AID 588473;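 active means activation of at least 50%, plus an integration ratio under a set limit after plate pattern correction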;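 further: plate controls were neutral control wells without compound for no effect and CRF at EC100 for full effect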
# GalR3 antag: human GalR3 antagonism; O60755; HEK293 GalR3-CNG cAMP membrane potential fluorescence; galR3 body fused to GalR1 C-terminus; inhibition, % at 3 µM; hit rate 0.44% among 360,000;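 active means inhibition above the screen-wide average plus 3 SD, cut at about 13% in these data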;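 further: forskolin and galanin both at EC90 stimulate the cells; cAMP rise reported by CNG channel membrane potential dye signal; 0% = forskolin plus galanin with DMSO and 100% = forskolin alone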
# Target sequence (O60755 1-299 limits assumed): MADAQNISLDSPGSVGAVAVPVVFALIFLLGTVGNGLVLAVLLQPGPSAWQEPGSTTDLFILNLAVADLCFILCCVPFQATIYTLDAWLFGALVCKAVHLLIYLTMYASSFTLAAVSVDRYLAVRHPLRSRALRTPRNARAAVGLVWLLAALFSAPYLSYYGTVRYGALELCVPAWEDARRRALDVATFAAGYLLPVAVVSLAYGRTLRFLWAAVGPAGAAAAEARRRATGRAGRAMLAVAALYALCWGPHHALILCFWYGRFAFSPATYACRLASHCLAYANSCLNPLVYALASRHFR
# MEKK2wt PB1 HTS: raises or lowers MEK5 binding to wildtype human MEKK2 PB1 domain; binding response (% of control), % at 10 µM; hit rate 1.1% among 290,000; bead flow cytometry, Alexa488-MEK5 binding to MEKK2 WT; actives lie on both sides; Q9Y2U5; in the data active means binding response below about 67% or above about 130%
# CRFBP-R2 block: antagonists of CRF-binding protein/CRF-R2 receptor complex | HEK293 CRF-R2/CRF-BP, CRF-induced calcium fluorescence | inhibition, % at 11.8 µM | hit rate 0.59% among 350,000;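 active means inhibition of the ligand-induced calcium signal above about 50% at the single tested concentration, limit read from the data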
# Numbers without * were called inactive; . = not tested or not shown; [ ] = another dose, or the depositor's remark. A portion of the library, so the mix of outcomes need not match the whole.
# Below each SMILES: DNA FID counter	HCV NS3 hel inh	SUMO HTRF inh	MEKK2 mut-MEK5	MEKK3 PB1 HTS	CRFBP-R2 agonist	GalR3 antag	MEKK2wt PB1 HTS	CRFBP-R2 block
1: O=C1C(Cc2ccc3[nH]ccc3c2)NC(=S)N1c1ccccc1 (centres undefined)
    -7	1	15	-12	93	0.2	-4	88	-7
2: Cn1c(NNC(=O)c2ccc(C(C)(C)C)cc2)cc(=O)n(C)c1=O
    -7	10	-6	13	99	-1.7	-2	104	-19
3: CCOC(=O)C1CCCN(C(=O)COc2ccc(N(C)S(=O)(=O)c3ccc(F)cc3)cc2)C1 (centres undefined)
    -43	-23	-4	-5	102	0.4	9	95	8
4: COc1ccc(S(=O)(=O)Cc2ccc(C(=O)NCCc3ccc(S(N)(=O)=O)cc3)o2)cc1
    -5	-6	18	4	103	1.2	1	106	-11
5: O=C(CSc1ncccn1)NC(=O)NCc1ccco1
    -4	1	15	-3	93	-0.6	12	93	1
6: CN1C=C/C(=C\c2cc[n+](C)c3ccccc23)c2ccccc21
    18	12	5	3	101	-1.2	-3	100	14
7: CCOC(=O)N1CCN(c2nc3ccccc3nc2C(C#N)S(=O)(=O)c2ccc(C)cc2)CC1 (centres undefined)
    -4	-1	26	.	.	9.7	3	.	12
8: COc1cccc(OCCCN2CCN(S(=O)(=O)c3ccc(NC(C)=O)cc3)CC2)c1
    -6	-8	-12	16	100	7.1	-7	108	-27
9: O=C(CN1CCN(CC(=O)Nc2ccccc2C(F)(F)F)CC1)Nc1ccccc1F
    -5	-7	14	1	95	0.1	-1	97	13
10: COc1cc(OC)cc(-c2nnc(SCC(=O)N3CCCCC3)o2)c1
    -17	-8	1	7	106	-0.7	-2	106	-2
11: COc1ccc(OC)c(N(CC(=O)NCc2ccccc2)S(=O)(=O)c2ccc(OC)c(OC)c2)c1
    -54	2	-13	-2	95	0.3	-4	96	-13
12: Cc1occc1C(=O)Nc1sc2c(c1C(N)=O)CCCCC2
    -20	3	5	2	101	-0.2	-1	107	-4
13: COc1ccccc1CNC(=O)c1ccc2c(=O)n(CCCN3CCCC3=O)c(=S)[nH]c2c1
    -8	-15	-2	-10	93	0.0	-2	91	7
14: C=CCNC(=O)N1CCCC(N2CCN(c3ccccc3OC)CC2)C1 (centres undefined)
    -2	-2	4	9	101	-0.2	-9	107	2
15: CC(C)c1ccc(N(CC(=O)Nc2ccc(S(=O)(=O)N3CCOCC3)cc2)S(C)(=O)=O)cc1
    -30	-13	-8	-1	97	0.6	-5	96	-8
16: CC(=O)Nc1ccc(OCC(=O)NCc2ccc3c(c2)OCO3)cc1
    -1	4	10	3	105	-2.2	-4	104	4
17: CC(=O)N=C(N)Sc1nc2ccccc2[nH]1
    -5	2	16	1	104	-0.3	-2	103	-6
18: Cc1cccc(CSCCNC(=O)c2ccc(N(C)S(=O)(=O)c3ccccc3)cc2)c1
    -28	-8	15	1	101	3.1	-5	105	3
19: Cc1cc(C)c(NC(=O)c2ccc3c(c2)CCN3S(C)(=O)=O)c(C)c1
    -14	0	-4	7	102	-1.0	-9	104	7
20: COc1cccc(NC(=O)CCSc2ccc(C)cc2)c1
    -4	-2	-8	-2	102	-1.9	4	100	31
21: COC(=O)CSc1ncc(C#N)c(N)n1
    -7	5	13	6	100	0.8	0	101	11
22: C/C(N)=C(/C#N)C(=O)COC(=O)c1ccncc1
    -1	7	3	6	135*	2.0	-3	113	-16
23: COc1ccc(NS(=O)(=O)c2ccc(N3CCCC3=O)cc2)cn1
    -5	3	11	-1	101	-0.8	7	100	4
24: COc1ccc(/C=C/C(=O)NCc2cn(C)nc2C)cc1COc1ccc(Br)cc1
    -16	-30	-10	-9	99	1.0	0	109	36
25: CC[C@H](C)/C=C(C)/C=C/C1=CC2=CC(=O)[C@]3(C)OC(=O)[C@@H](C(C)=O)[C@@H]3C2=CO1
    -40	34	22	-10	96	31	-1	84	-6
26: CCOC(=O)N1CCN(C(=S)NCCOC)CC1
    -4	6	25	-6	98	2.8	-6	92	-20
27: CN(C)C(=O)[C@H]1C[C@H]1[C@@H](O)[C@H](CO)NC(=O)[C@H](COCc1ccccc1)NC(=O)OC(C)(C)C
    -33	11	18	1	100	1.2	-4	103	8
28: O=S(=O)(NCCc1cn2ccccc2n1)c1ccc2c(c1)CCCC2
    -5	7	5	10	112	-2.9	.	104	4
29: O=C(Nc1ccccc1)c1ncoc1-c1ccc(Cl)cc1
    0	-20	19	3	97	2.3	-3	98	-25
30: CCOC(=O)C1=C(C)NC(C)=C(C(=O)OCC)C1c1sccc1C
    -24	-7	0	5	107	-2.3	-6	99	13
31: CN(C)CCNC(=O)COc1ccc(Cl)cc1Cl
    7	1	2	-1	95	3.6	-4	93	0
32: COc1ccc(CCNC(=O)Cn2cnc3ccccc3c2=O)cc1OC
    -3	7	-3	0	129*	-2.9	-3	105	12
33: Cc1cc(NS(=O)(=O)c2ccc(NC(=S)NCc3ccccc3)cc2)no1
    -17	10	-16	1	102	-1.1	0	101	20
34: CCOC(=O)c1c(NC(=O)/C=C/c2ccc3c(c2)OCO3)sc(C)c1CC
    -4	-3	0	7	107	2.5	-2	102	-6
35: O=C(N/N=C\c1ccccn1)C1c2ccccc2Oc2ccccc21
    -16	6	-2	-1	104	0.4	-4	99	-10
36: CC(C)(C)n1nnnc1C(c1cccnc1)N1CCN(c2ccccn2)CC1 (centres undefined)
    -7	-5	2	-14	92	2.8	-5	87	-32
37: C=CCn1c(CNc2ccc(C)cc2)nnc1SCC(=O)N/N=C/c1ccc(O)cc1
    -22	-7	12	12	103	0.5	5	104	5
38: COc1ccc(CNC(=O)C(=O)NCc2cccnc2)cc1
    -4	-5	23	1	103	-0.6	-3	105	-1
39: COc1ccc(S(=O)(=O)n2cnc3ccccc32)cc1
    4	-6	-15	0	94	0.7	-10	98	23
40: O=C(COc1ncnc2ccccc12)NCc1ccc2c(c1)OCO2
    10	-1	-5	-2	100	-1.4	-4	102	-2
41: CC(C)c1ccc(O)c(NC(=S)NC(=O)c2cccnc2)c1
    -16	9	7	13	103	0.6	-5	105	4
42: COc1ccc(CNC(=O)Cn2nc([N+](=O)[O-])c(Br)c2C)cc1
    7	-3	2	8	103	-2.2	-10	105	18
43: Cc1ccc2c(c1)nnn2C1CCN(C(=O)c2ccccc2F)CC1
    -12	3	8	8	104	-0.4	-5	105	-16
44: COc1cccc(CNC(=O)C2CCN(c3cnccn3)CC2)c1
    -3	-3	-5	3	105	0.4	-5	105	-16
45: Cc1ccc(CNC(=O)C(C)C2Sc3ccccc3NC2=O)cc1 (centres undefined)
    -15	9	22	6	100	-4.2	-2	99	-25
46: CCn1c(O)c(C=NCc2ccccc2)sc1=S
    -5	-7	10	-3	97	-0.1	-3	98	-14
47: Cc1cc(NC(=O)/C=C/c2cccc(F)c2)n(-c2nc3ccccc3[nH]2)n1
    -1	3	0	-1	97	2.6	-6	101	-29
48: O=C(Nc1ccc2ccccc2c1)Nc1ccc2snnc2c1
    15	-4	-6	11	111	3.2	-6	158*	9
49: O=C(OCc1ccc(Cl)c(Cl)c1)c1ccc[nH]1
    -6	-4	-20	-4	103	10	-10	96	-22
50: COc1ccc(Cl)cc1NC(=O)c1nnn(CC(=O)Nc2cc(C)cc(C)c2)c1N
    1	7	43	1	97	0.4	-7	94	-6
51: Cn1c(C(=O)NCc2cccnc2)cc2sccc21
    -3	6	-5	2	100	0.3	-7	104	-3
52: Cc1cccc(Cc2nnc(CCC(=O)N(C)CCc3ccccc3)o2)c1
    -32	5	-9	1	103	-1.4	-8	106	-26
53: CCOC(=O)c1nc(NCc2ccccc2)c2ccccc2n1
    -19	4	-2	-4	101	0.3	-8	98	-1
54: COc1ccc(N(C(C)C(=O)N/N=C/c2ccc(OC)c(OC)c2)S(C)(=O)=O)cc1 (centres undefined)
    -23	1	-4	3	102	-0.1	5	102	-2
55: CCN(CC)c1ccc(NC(=S)NC(=O)c2cccs2)cc1
    -2	2	-15	0	104	2.9	-3	92	-32
56: Cc1ccc2nc(Nc3ccccc3)cc(C)c2c1
    -7	-8	-5	5	103	-0.3	-12	116	-15
57: Cn1c(CSCc2ccc(Cl)c(Cl)c2)n[nH]c1=S
    -6	6	5	0	100	1.4	-2	102	15
58: COc1ccc(CCNC(=O)CCC(=O)Nc2ccccc2[N+](=O)[O-])cc1OC
    -13	12	6	-1	98	0.0	-12	95	0
59: COc1ccc(/C=C(\C#N)C(=O)Nc2cccc3ncccc23)cc1OC
    -14	20	25	8	117	3.0	0	107	-38
60: CN(c1ccccc1)S(=O)(=O)c1cccc(NC(=O)CSc2nncn2C)c1
    -10	3	-7	-1	104	0.4	-1	104	5

# (list continues)
# Below each SMILES: DNA FID counter	HCV NS3 hel inh	SUMO HTRF inh	MEKK2 mut-MEK5	MEKK3 PB1 HTS	CRFBP-R2 agonist	GalR3 antag	MEKK2wt PB1 HTS	CRFBP-R2 block
61: COc1cccc(O)c1CN1CCC(C(=O)Nc2ccc(Oc3cccnc3)cc2)CC1
    16	-25	-1	11	101	6.4	-7	114	-11
62: Cc1ccc(NC(=O)/C(=C/c2cccc([N+](=O)[O-])c2)NC(=O)C2CCCCC2)c(C)c1
    -1	-4	-9	-21	1.0*[inhibitor]	0.1	4	2.0*[inhibitor]	7
63: O=C(NCc1ccccn1)C1CC(c2ccc(F)cc2)=NO1 (centres undefined)
    -1	0	0	-3	92	1.4	0	91	-6
64: CCOC(=O)N1CCC(N2CCN(C3CCCC3)C(CCO)C2)CC1 (centres undefined)
    1	1	11	13	102	0.5	-3	107	0
65: CCN(CC)C(=O)Cn1cc(S(=O)(=O)CC(=O)NCc2ccc(F)cc2)c2ccccc21
    -40	-1	0	2	100	-0.6	-3	101	2
66: COc1ccc(CCC(=O)NNC(=O)c2cc(Cl)ccc2OC)cc1
    -22	1	4	5	102	0.9	-7	103	3
67: Cc1cc(C)c(Cc2c(C)nc3c(C(=O)NCc4ccco4)cnn3c2C)c(C)c1
    -4	3	-9	7	113	3.5	-1	115	28
68: COc1cc(NC(=O)COc2ccc3c(C)cc(=O)oc3c2C)cc(OC)c1OC
    -28	23	27	2	104	-4.6	-6	102	13
69: CCOC(=O)C1(Cc2ccc(OC)cc2)CCN(C(=O)CN2CCN(CC)CC2)CC1
    10	-15	8	6	104	1.7	-6	109	-17
70: Cc1ccc(NC(=O)CSc2nnc(C3COc4ccccc4O3)o2)c(Cl)c1 (centres undefined)
    -18	-5	-11	-5	102	4.2	-5	99	-11
71: Cc1[nH]nc2nc(SCC(=O)NCCC3=CCCCC3)n(-c3ccc(Br)cc3)c(=N)c12
    -28	0	46	0	99	-0.4	-8	97	-2
72: Oc1ccc(Nc2nc(N3CCCC3)c3ccccc3n2)cc1
    20	-11	18	21	107	-3.1	-8	153*	-2
73: O=c1cc(CO)oc(CN2CCCC2)c1O
    -2	9	23	.	.	0.0	-9	.	8

# Three structures from above, sorted by SMILES length, ascending.
# Below each SMILES: DNA FID counter	HCV NS3 hel inh	SUMO HTRF inh	MEKK2 mut-MEK5	MEKK3 PB1 HTS	CRFBP-R2 agonist	GalR3 antag	MEKK2wt PB1 HTS	CRFBP-R2 block
63: O=C(NCc1ccccn1)C1CC(c2ccc(F)cc2)=NO1 (centres undefined)
    -1	0	0	-3	92	1.4	0	91	-6
68: COc1cc(NC(=O)COc2ccc3c(C)cc(=O)oc3c2C)cc(OC)c1OC
    -28	23	27	2	104	-4.6	-6	102	13
69: CCOC(=O)C1(Cc2ccc(OC)cc2)CCN(C(=O)CN2CCN(CC)CC2)CC1
    10	-15	8	6	104	1.7	-6	109	-17
